High-throughput results from PubChem BioAssay.
CD40 NFkB inh: inhibitors of CD40-induced NF-kB signaling, primary screen, BL2 cells, luciferase reporter, single point. CD40L-induced, 4 h. inhibition, % at 10 µM. 0.94% of 83,000 active;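 active = mean inhibition of at least 50% with a set share of replicates also reaching that level; inconclusive = no clear call, values can overlap the other calls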;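 also: 0% = neutral control wells and 100% = IKK inhibitor VII at 50 µM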
* marks the source's active call; other numbers are inactive results; ? = inconclusive; & = joins results of further samples; [ ] = another dose, or the depositor's remark.

SMILES | CD40 NFkB inh
CC1CCCCC1NC1=NCCS1 (stereo unspecified) | 7
Cc1ccsc1C(=O)N(C)CC(=O)N(CC(C)C)c1c(N)n(CC(C)C)c(=O)[nH]c1=O | 5
CN(C)C=Nc1nonc1-c1ccccc1 | 6
COc1ccccc1CN1[C@@H]2CN(C(=O)C3CCCC3)c3ccccc3[C@@H]2[C@@H]1CO | 7
COc1ccc(NC(=O)N2C[C@H]3[C@@H](c4ccccc42)[C@H](CO)N3C(=O)C2CCCC2)cc1 | -10
CCOC(=O)Cc1csc(SCC(=O)NC2CCS(=O)(=O)C2)n1 (stereo unspecified) | 6
CCCNC(=O)N1[C@H](C#N)[C@H](c2ccccc2-c2ccc(C)cc2)[C@@H]1CO | 12[25 µM]
CN(C)C(=O)c1ccc(-c2ccc([C@H]3[C@H]4CN(C(=O)C5CC5)CCCCN4[C@H]3CO)cc2)cc1 | 28[25 µM]
COc1ccc(C2=NN(C(N)=S)C(c3ccco3)C2)cc1 (stereo unspecified) | -3
Cc1onc(-c2ccccc2)c1C(=O)OCC(=O)NCc1ccc(F)cc1 | 17
O=S(=O)(Nc1ccccn1)c1ccc(C2CCCCC2)cc1 | 8
CCCNC(=O)Nc1ccc2c(c1)OC[C@@H](C)N(Cc1cncnc1)C[C@@H](C)[C@@H](OC)CN(C)C2=O | 0[25 µM]
Cc1ccc(OCC(=O)Nc2ccc(F)cc2)c([N+](=O)[O-])n1 | -82
O=C(c1ccncc1)N1C[C@H]2[C@@H](c3ccccc31)[C@@H](CO)N2C(=O)CN1CCOCC1 | -8[25 µM]
COc1ccc(C)c2sc(=NC(=O)C(C)C)n(C)c12 | -1
COc1cccc(-c2ccc3c(c2)[C@@H]2[C@@H](CCN2C(=O)C2CCCCC2)[C@H](CO)N3)c1 | -17[25 µM]
CCOC(=O)C(=O)N(C)c1c(CC)nc2c(OCc3ccccc3C)cccn12 | 6
Cc1cc(N2CCOCC2)n2cc(-c3ccccc3)nc2n1 | 10
O=C(O)c1sc2cc(C(F)(F)F)cnc2c1-c1ccccc1 | 3
O=[N+]([O-])c1ccc(C(O)CN2CCN(C/C=C/c3ccccc3)CC2)cc1 (stereo unspecified) | 5
CCN(CC)CCCNC(=O)c1ccc(N2CCCCC2)c(NS(=O)(=O)c2ccc(C)cc2)c1 | 6
CC(C)NC(=O)N1CCCCN2[C@H](CO)[C@H](c3ccc(C#C[C@H](C)O)cc3)[C@H]2C1 | 6[25 µM]
COc1cccc(NC(=S)N(Cc2ccc(Cl)cc2)Cc2ccc(C(=O)O)cc2)c1 | -38
COc1ccc(C(CNC(=O)c2ccc(OCC3CCCO3)cc2)N2CCOCC2)cc1 (stereo unspecified) | 0
CCc1ccccc1NC(=O)CCc1c(C)nc(SC)nc1C | 3
O=C(NCc1ccc2c(c1)OCO2)c1ccc(-n2cnnn2)cc1 | 8
O=C1CCCc2ccc3ccccc3c21 | -7
COC(=O)[C@@H](NC(=O)NC1CCCCC1C)C(C)C (stereo partly specified) | 9
CC1(C)Cc2ccccc2-c2nc(NCCO)n(-c3ccccc3)c(=O)c21 | 11
Cc1ccc(NC(=O)c2ccc(=O)[nH]c2)cc1S(=O)(=O)N1CCCCCC1 | 10
CCN(CC)S(=O)(=O)c1ccc2oc(C(=O)O)c(C)c2c1 | 7
CN1C(=O)c2cc(NC(=O)c3cccc(F)c3)ccc2OC[C@H]2O[C@@H](CC(=O)NCC3CCCCC3)CC[C@@H]21 | 8&20[25 µM]
Cc1oc(-c2cccc(C(F)(F)F)c2)nc1CN1CCC[C@H]1CO | 8
CC(=O)Nc1ccc(CNC(=O)C[N+]2(C)CCOCC2)cc1 | 4
O=C(O)CCC(=O)c1c[nH]c2ccccc12 | 6
CCC(C)Sc1nc2c(c(=O)[nH]c(=O)n2C)n1C (stereo unspecified) | 2
Cc1ccccc1S(=O)(=O)N1CC[C@H]2[C@H](CO)Nc3ccc(-c4ccc(F)cc4)cc3[C@H]21 | 12[25 µM]
CCOC(=O)CCc1cccc2c1CCC2=O | 6
N#Cc1ccccc1S(=O)(=O)N1CCC(C(=O)NCc2ccccc2CN2CCCC2)CC1 | 23
CCCCN(CCCC)S(=O)(=O)c1ccc(NC(=O)c2cccs2)cc1 | 10
CO[C@@H]1CN(C)C(=O)c2ccc(NS(C)(=O)=O)cc2OC[C@@H](C)N(C(=O)CN(C)C)C[C@@H]1C | -3[25 µM]
CCCNC(=O)C[C@@H]1C[C@H]2c3cc(NC(=O)COC)ccc3O[C@H]2[C@@H](CO)O1 | 1[25 µM]
O=C(Cn1cnc2ccccc2c1=O)Nc1cccc(S(=O)(=O)N2CCCCC2)c1 | 9
O=S(=O)(c1ccccc1)N1N=C(c2ccc(Cl)cc2)CC1c1ccco1 (stereo unspecified) | -3
COc1ccccc1OCCNC(=O)C1CC(=O)N(c2ccc3c(c2)OCCO3)C1 (stereo unspecified) | 10
COc1ccc(CNC(=O)CCc2c(C)nc3ncnn3c2C)cc1 | 8
Cc1cc(NC(=O)C(C)SCC(=O)Nc2nnc(CC(C)C)s2)no1 (stereo unspecified) | -1
CO[C@@H]1CN(C)C(=O)c2cc(NC(=O)CC(F)(F)F)ccc2OC[C@H](C)N(CC2CC2)C[C@H]1C | 6[25 µM]
COc1ccc2c3c([nH]c2c1)[C@@H](CO)NCC31CN(S(=O)(=O)c2cccc(C)c2)C1 | -21[25 µM]
CO[C@@H]1CC[C@@H]2CCOc3c(C#N)cccc3C(=O)N(C)C[C@H](c3ccccc3)CC(=O)N(C)C[C@H]1O2 | -4[25 µM]

Other compounds:
SMILES | CD40 NFkB inh
O=C(O)Cn1nnc2ccccc21 | -3
CCc1nnc(NC(=O)c2cc(Cl)ccn2)s1 | -89
CCc1ccc(NC(=O)C(=O)NCC2CCCN2S(=O)(=O)c2ccccc2)cc1 (stereo unspecified) | -3
O=S(=O)(c1ccc(Cl)cc1)N1CCC(n2cccc2)CC1 | -20
CC(C)(C)CC(C)(C)NCC(=O)Nc1c2c(nc3ccccc13)CCC2 | 8
Nc1ccc(S(=O)(=O)NCC2CCCCO2)cc1 (stereo unspecified) | 6
O=C(c1ccccc1NS(=O)(=O)c1ccc2c(c1)OCCO2)N1CCOCC1 | 4
CC(C)(C)C1CCC(=NNC(=O)c2ccc(Br)o2)CC1 (stereo unspecified) | 5
C[C@@H]1CN([C@@H](C)CO)C(=O)c2cccc(NC(=O)C3CCOCC3)c2O[C@H]1CN(C)Cc1ccncc1 | -7[25 µM]
CCS(=O)(=O)N1CCCC(C(=O)NCCN2CCC(Cc3ccccc3)CC2)C1 (stereo unspecified) | 10
CN1c2ccc(-c3cccc(F)c3)cc2[C@H]2[C@H](CCN2C(=O)C2CCCC2)[C@@H]1CO | -13
Cn1c(CNC(=O)c2ccco2)nnc1SCCOc1ccccc1 | -5
Cc1nn(C)cc1CN(C)Cc1ccc(OCC(O)CN2CCCCC2)cc1 (stereo unspecified) | 0
COCCN(C[C@H]1N[C@H](CO)[C@@H]1c1ccc(-c2ccc(F)cc2)cc1)C(C)=O | -3[25 µM]
Cn1c(CN2CCOCC2)c(C#N)c2ccccc21 | 6
C/C=C/c1ccc([C@H]2[C@@H](CNC(C)C)N(c3nc(CC)cs3)[C@H]2CO)cc1 | 11
C(=N\n1cnnc1SCc1ccccc1)/c1ccco1 | -2
CCCN1[C@H](C(=O)N2CCOCC2)[C@@H](CO)[C@@H]2Cn3c(ccc(-c4ccccc4)c3=O)[C@@H]21 | 3[25 µM]
O=C(CN1CCOCC1)Nc1ccc(NC(=O)CN2CCOCC2)c(Cl)c1 | 8
CC(C)c1ccc(NC2CCCN(C(=O)c3cnsn3)C2)cc1 (stereo unspecified) | -1
COc1cc(C(=O)Nc2ccc3c(c2)nc(C)n3C)cc(OC)c1OC | -9
Cc1ccc(/C(=C\CN2CCCC2)c2ccccn2)cc1 | 11
C[C@@H]1CN(C)C(=O)Cc2cc(N(C)C)ccc2O[C@@H]1CN(C)C(=O)OC(C)(C)C | 12
CS(=O)(=O)N1CCN(c2nc3ccccc3s2)CC1 | -55
CCn1c(=O)c2c(nc3n2CCN3c2ccccc2)n(C)c1=O | -30
Cc1n[nH]c(=O)c2c(NC(=O)COC(=O)c3ncc(Cl)c(Cl)c3Cl)oc(C)c12 | 5
CC(C)OC(=O)CC1C(=O)NCCN1C(=S)NC(=O)c1cccs1 (stereo unspecified) | ?
CC(=NO)c1cc(Br)c2cccc3c2c1CC3 | 3
COc1cccc(CN(C)CC(=O)Nc2ccccc2C(=O)Nc2ccccc2)c1 | 0
CC1(C(=O)NS(=O)(=O)c2ccc(C#N)cc2)CCN1C(=O)CC1CCCC1 (stereo unspecified) | -1
Cc1cccc2nc(-c3ccco3)c(Nc3ccc4c(c3)OCCO4)n12 | -28
COC(=O)c1ccc(CNC(=O)C2CCC(=O)N(Cc3ccccn3)C2)cc1 (stereo unspecified) | 2
COc1ccc(OCC(O)CN2CCCC2)cc1 (stereo unspecified) | 6
CCOc1cc(/C=C(\CC(=O)O)c2nc3ccccc3s2)ccc1OC | -16
COC(=O)c1ccc(OCC2c3cc(OC)c(OC)cc3CCN2C(=O)C2CC2)cc1 (stereo unspecified) | -25
CCOC(=O)C1(C)CCCN(C(=O)CCc2ccccc2)C1 (stereo unspecified) | -2
CC1CC2OC2CC1COC(=O)C1CC2OC2CC1C (stereo unspecified) | 9
Cc1cccc(OCC(=O)Nc2cc(Cl)ccc2-n2cncn2)c1C | 6
CC(C)C(NS(=O)(=O)c1cc(C(=O)O)ccc1Cl)C(=O)O (stereo unspecified) | 0
CN1CCc2c(n(CC(O)CN3C(=O)c4ccccc4S3(=O)=O)c3ccccc23)C1=O (stereo unspecified) | 3
C[C@H](CO)N1C[C@H](C)[C@H](CN(C)C(=O)C2CC2)OCc2cn(nn2)CCCC1=O | -1[25 µM]
C[C@@H]1CN([C@H](C)CO)C(=O)CCCn2nncc2CO[C@@H]1CN(C)C(=O)c1ccc2ccn(C)c2c1 | -11[25 µM]
COc1cccc(C(O)c2nc(-c3cccc(C(F)(F)F)c3)cs2)c1 (stereo unspecified) | 1
CC(C)CCNC(=O)C1CCN(c2nc3ccccc3o2)CC1 | -3
O=C(Nc1cccnc1)c1ccccc1Oc1ccccc1 | 1
Cc1ccc2c(c1)CCCN2CC(=O)Nc1cccc(S(=O)(=O)N2CCCC2)c1 | -1
CN1C(=O)c2cc(NC(=O)Cc3cccs3)ccc2OC[C@@H]2O[C@@H](CC(=O)NCC3CC3)CC[C@H]21 | 9
O=C(NCCCO)c1nc2ccccc2s1 | -13
COCCNC(=O)c1c(N)n(/N=C/c2cccs2)c2nc3ccccc3nc12 | 10
Cc1noc(C)c1COC(=O)c1cccc(S(=O)(=O)N2c3ccccc3CC2C)c1 (stereo unspecified) | 12

Further structures:
SMILES | CD40 NFkB inh
CN(CC(=O)Nc1sccc1C#N)C1CCCCC1 | 2
CC(OC(=O)CCCOc1ccccc1)C(=O)Nc1ccc(Cl)cn1 (stereo unspecified) | 5
C[C@@H]1CN([C@@H](C)CO)C(=O)c2ccccc2-c2ccccc2CO[C@@H]1CN(C)S(=O)(=O)c1ccc([N+](=O)[O-])cc1 | 4[25 µM]
Cc1ccc(S(=O)(=O)N2CCCCC2)cc1NC(=O)CSc1nc(N)cc(=O)[nH]1 | 4
CCOC(=O)N1CCN(Cc2c(NC(=O)c3ccco3)sc(C)c2C)CC1 | -11
COc1ccc(NC2=C(C(C)=O)C(c3ccc(N(C)C)cc3)C(C(C)=O)C(C)(O)C2)cc1 (stereo unspecified) | 1
O=C(Nc1c(Cl)ccc2nsnc12)c1ccco1 | 1
CC1(C)Cc2cccc(Oc3ccc(S(=O)(=O)N4CCCC4)cn3)c2O1 | 5
Cc1ccc(S(=O)(=O)N2CCOCC2)cc1C(=O)NCc1ccccn1 | 3
O=C(OCc1nnc(-c2ccccc2)o1)c1ccc2c(c1)OCO2 | 2
OCC1OC(n2ccc3c(SCc4ccccc4)ncnc32)C(O)C1O (stereo unspecified) | -78
COc1ccc(/C=N/n2cnnc2)cc1COc1ccccn1 | 11
CCCCc1nc(SCCOC)c2c(=O)n(C)c(=O)n(C)c2n1 | 9

In the list so far, these contain an aryl methoxy group:
SMILES | CD40 NFkB inh
COc1ccccc1CN1[C@@H]2CN(C(=O)C3CCCC3)c3ccccc3[C@@H]2[C@@H]1CO | 7
COc1ccc(NC(=O)N2C[C@H]3[C@@H](c4ccccc42)[C@H](CO)N3C(=O)C2CCCC2)cc1 | -10
COc1ccc(C2=NN(C(N)=S)C(c3ccco3)C2)cc1 (stereo unspecified) | -3
COc1ccc(C)c2sc(=NC(=O)C(C)C)n(C)c12 | -1
COc1cccc(-c2ccc3c(c2)[C@@H]2[C@@H](CCN2C(=O)C2CCCCC2)[C@H](CO)N3)c1 | -17[25 µM]
COc1cccc(NC(=S)N(Cc2ccc(Cl)cc2)Cc2ccc(C(=O)O)cc2)c1 | -38
COc1ccc(C(CNC(=O)c2ccc(OCC3CCCO3)cc2)N2CCOCC2)cc1 (stereo unspecified) | 0
COc1ccccc1OCCNC(=O)C1CC(=O)N(c2ccc3c(c2)OCCO3)C1 (stereo unspecified) | 10
COc1ccc(CNC(=O)CCc2c(C)nc3ncnn3c2C)cc1 | 8
COc1ccc2c3c([nH]c2c1)[C@@H](CO)NCC31CN(S(=O)(=O)c2cccc(C)c2)C1 | -21[25 µM]
COc1cc(C(=O)Nc2ccc3c(c2)nc(C)n3C)cc(OC)c1OC | -9
COc1cccc(CN(C)CC(=O)Nc2ccccc2C(=O)Nc2ccccc2)c1 | 0
COc1ccc(OCC(O)CN2CCCC2)cc1 (stereo unspecified) | 6
CCOc1cc(/C=C(\CC(=O)O)c2nc3ccccc3s2)ccc1OC | -16
COC(=O)c1ccc(OCC2c3cc(OC)c(OC)cc3CCN2C(=O)C2CC2)cc1 (stereo unspecified) | -25
COc1cccc(C(O)c2nc(-c3cccc(C(F)(F)F)c3)cs2)c1 (stereo unspecified) | 1
COc1ccc(NC2=C(C(C)=O)C(c3ccc(N(C)C)cc3)C(C(C)=O)C(C)(O)C2)cc1 (stereo unspecified) | 1
COc1ccc(/C=N/n2cnnc2)cc1COc1ccccn1 | 11

The list is partial; count on the stated rates, not on these rows.
